# Screens as filed in PubChem.
# BCLXL inh = inhibitors of human Bcl-xL, primary screen, biochemical, fluorescence polarization, HTS. Bcl-2-like protein 1 (Homo sapiens), Q07817. GST-Bcl-xL / FITC-Bim BH3 peptide fluorescence polarization. inhibition, % at 10.9 µM. 320,000 compounds, 0.7% hits;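 active = inhibition above the mean of all tested compounds plus 3 SD, cutoff set per campaign, cut at about 30% in these data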;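 note: 0% = DMSO wells and 100% = unlabeled Bim-BH3 peptide competitor; inhibitors lower millipolarization by displacing the labeled peptide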
# PME-1 inh = PME-1 inhibitors via competitive probe labeling, primary screen, biochemical, fluorescence polarization, FP-Rh probe, HTS. AID 2130, 2009. inhibition, % at 5.9 µM. recombinant PME-1. 320,000 compounds, 0.53% hits;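 active = inhibition above the campaign mean of all compounds plus 3 SD, cut at about 26% in these data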;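 note: competitive labeling of PME-1 active site by serine hydrolase directed probe; 0% = PME-1 with DMSO and 100% = wells lacking PME-1 enzyme; inhibitors block probe labeling so polarization falls and inhibition rises; many of its hits are not listed in these tables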
# Target sequence (Q9Y570 whole entry, looked up): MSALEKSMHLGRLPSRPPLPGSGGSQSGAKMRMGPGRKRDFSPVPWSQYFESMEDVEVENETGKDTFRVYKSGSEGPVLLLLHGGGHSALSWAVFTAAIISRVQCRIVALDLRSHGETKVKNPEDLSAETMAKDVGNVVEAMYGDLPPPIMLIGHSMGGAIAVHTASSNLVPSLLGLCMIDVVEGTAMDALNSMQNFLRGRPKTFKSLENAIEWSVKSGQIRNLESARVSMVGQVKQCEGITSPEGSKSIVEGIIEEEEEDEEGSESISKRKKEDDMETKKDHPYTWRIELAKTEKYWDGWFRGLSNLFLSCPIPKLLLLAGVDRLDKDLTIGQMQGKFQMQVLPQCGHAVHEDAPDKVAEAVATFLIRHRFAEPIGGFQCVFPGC
# Fam108B counter = mouse Fam108B serine hydrolase inhibitors, primary screen, counter-screen for RBBP9 inhibitor project, biochemical, fluorescence polarization; AID 1947, 2009; recombinant Fam108B, FP-Rh probe fluorescence polarization; 300,000 compounds, 0.33% hits; inhibition, % at 9.51 µM;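 active = inhibition above the screen mean inhibition plus 3 SD, computed separately per campaign, cut at about 18% in these data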;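 note: inhibitors lower polarization as less probe binds the enzyme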
# MCL1-BIM inh = inhibitors of MCL1 binding to BIM-BH3, primary screen, biochemical, fluorescence polarization; Induced myeloid leukemia cell differentiation protein Mcl-1 (Homo sapiens), Q07820; GST-MCL1 / FITC-Bim-BH3 fluorescence polarization; inhibition, % at 10.9 µM; 320,000 compounds, 0.68% hits;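 active = inhibition above the mean inhibition of all tested compounds plus 3 SD, set per campaign, cut at about 40% in these data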;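 note: 0% = DMSO wells and 100% = unlabeled Bim-BH3 peptide control; higher means more loss of mP so more displacement of Bim peptide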
# TPT1 inh = Candida albicans TPT1 enzyme inhibitors, primary screen, biochemical, fluorescence polarization; recombinant caTPT1, FP RNA substrate dephosphorylation; inhibition, % at 5 µM; tRNA 2'-phosphotransferase TPT1 (Candida albicans SC5314); 300,000 compounds, 0.81% hits;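 active = inhibition above the mean of all tested compounds plus 3 SD, set per screening campaign, cut at about 24% in these data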;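 note: plate controls were DMSO alone for no effect and ferristatin control at 100 nM for full effect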
# GSTO1 counter = inhibitors of recombinant GSTO1, primary screen, counter-screen for RBBP9 inhibitor project, biochemical, fluorescence polarization; Glutathione S-transferase omega-1 (Homo sapiens), P78417; AID 1974, 2009; inhibition, % at 5.96 µM; activity-based probe fluorescence polarization; 300,000 compounds, 1.1% hits;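 active = inhibition above the campaign mean inhibition plus 3 SD, cut at about 35% in these data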;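 note: 0% = GSTO1-1 with DMSO and 100% = wells lacking GSTO1-1 enzyme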
# Target sequence (P78417 whole entry, looked up): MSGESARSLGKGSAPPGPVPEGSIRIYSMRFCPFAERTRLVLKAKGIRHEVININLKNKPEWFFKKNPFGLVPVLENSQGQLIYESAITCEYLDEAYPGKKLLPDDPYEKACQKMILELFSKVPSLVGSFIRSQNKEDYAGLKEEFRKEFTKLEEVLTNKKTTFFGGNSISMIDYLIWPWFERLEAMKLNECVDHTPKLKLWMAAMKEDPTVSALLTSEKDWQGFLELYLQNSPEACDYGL
# GLD-1 TGE inh = GLD-1/TGE RNA complex disruptors, primary screen, biochemical, fluorescence polarization | Female germline-specific tumor suppressor gld-1 (Caenorhabditis elegans), Q17339 | purified GLD-1 + fluorescein TGE RNA | inhibition, % at 5.96 µM | 320,000 compounds, 0.44% hits | AID 2280, 2010;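 active = percent inhibition above a per-plate cutoff, the plate mean of test compounds plus 3 SD, cut at about 30% in these data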;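 note: 0% = DMSO wells with GLD-1 and probe and 100% = wells lacking GLD-1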
# MEX-5 binding = MEX-5 zinc finger RNA-binding disruptors – biochemical, C. elegans, fluorescence polarization, MLPCN library, primary screen. activity score (negative = inhibition of binding), % at 10 µM. AID 1832, 2009. 300,000 compounds, 0.38% hits. MEX-5/FITC-TCR2 RNA binding; active compounds read low;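 active = inhibition past about -25% in most replicates, and total fluorescence under double the plate's negative control median, limit read from the data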;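 note: 0% = DMSO and -100% = 5 µM competing unlabeled TCR2 RNA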
# Target sequence (Q9XUB2 whole entry, looked up): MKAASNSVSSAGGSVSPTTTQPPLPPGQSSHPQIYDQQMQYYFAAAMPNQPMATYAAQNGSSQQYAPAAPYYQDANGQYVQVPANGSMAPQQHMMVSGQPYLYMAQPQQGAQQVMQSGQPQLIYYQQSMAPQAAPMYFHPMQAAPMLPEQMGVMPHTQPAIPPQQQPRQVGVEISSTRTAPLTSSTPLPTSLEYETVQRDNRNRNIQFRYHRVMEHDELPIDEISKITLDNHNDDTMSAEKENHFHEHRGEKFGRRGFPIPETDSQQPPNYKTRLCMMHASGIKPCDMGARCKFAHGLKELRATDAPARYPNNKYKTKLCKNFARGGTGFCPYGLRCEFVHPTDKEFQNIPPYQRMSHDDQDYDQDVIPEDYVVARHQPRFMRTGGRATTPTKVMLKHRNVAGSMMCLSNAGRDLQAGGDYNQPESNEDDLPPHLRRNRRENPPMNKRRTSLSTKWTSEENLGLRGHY
# PAD4 inh = human PAD4 inhibitors, primary screen, biochemical, fluorescence polarization, 1536-well format. Protein-arginine deiminase type-4 (Homo sapiens), Q9UM07. recombinant PAD4, RCA probe fluorescence polarization. inhibition, % at 6.36 µM. 330,000 compounds, 0.41% hits. AID 485272, 2010;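 active = percent inhibition above a cutoff equal to the mean of all tested compounds plus 3 SD, cut at about 15% in these data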;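 note: 0% = PAD4 with RCA probe and DMSO and 100% = probe without PAD4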
# The depositor's hits bear a star; x = not tested or not shown.
SMILES,BCLXL inh,PME-1 inh,Fam108B counter,MCL1-BIM inh,TPT1 inh,GSTO1 counter,GLD-1 TGE inh,MEX-5 binding,PAD4 inh
CC(C)(C)N1CC23CCC(C[C@@H]2C1=O)O3 (some centres not stated),6,6,6,7,1,5,3,2.0,4
CCOC(=O)C1=C(c2ccccc2)NC(=O)NC1c1cc(Cl)c(O)c(OC)c1 (configuration not stated),0,-6,0,-1,4,-5,-1,-0.8,-2
Cc1ccc(Nc2ncc3c(n2)CC(C)CC3=O)c(C)c1 (configuration not stated),2,1,2,2,1,-7,10,3.4,-3
COc1cc(C2SC(C)C(=O)N2CCc2ccccc2)cc(OC)c1OC (configuration not stated),7,5,3,7,-3,3,0,-1.4,1
Cc1cccnc1NC(=O)C1CC(=O)N(c2ccc3c(c2)OCCO3)C1 (configuration not stated),3,3,3,-6,3,-6,4,2.0,0
O=C(NNC1=Nc2ccccc2SC1)c1cccc([N+](=O)[O-])c1,3,0,-2,4,-4,2,3,-3.9,-3
Cc1ccc(NS(=O)(=O)c2ccc(-n3cccn3)cc2)cc1C,-4,-4,-3,-10,2,14,-5,-0.4,-2
COC(=O)c1c(NC(=O)CS(=O)(=O)c2ccccc2)sc(C)c1C,-3,-2,-1,-3,3,9,7,3.7,1
O=C(Nc1ccccc1N1CCCC1)C1CCN(S(=O)(=O)c2ccccc2C(F)(F)F)CC1,-2,3,1,1,-1,5,-2,1.8,-4
CNc1nnc(CSc2nc(C)cc(C)n2)s1,2,-3,0,4,-2,6,6,-0.6,-5
Cc1ccc(NC(=S)NN(C)c2nc(C)cnc2C)cc1,2,-4,2,4,-3,0,-3,2.9,5
CCOc1cc(/C=N/Nc2nc(-c3cccs3)c(NC(C)=O)s2)ccc1O,2,-4,10,4,18,34,-8,-4.7,-9
CCO[C@H]1OC(C(=O)NCc2nc3ccccc3[nH]2)=C[C@@H](c2ccc(C(F)(F)F)cc2)[C@@H]1CCCO,7,-1,0,2,0,0,3,0.8,-1
O=C(Nc1ccc(Br)cc1)C(c1ccccc1)c1ccccc1,-8,8,0,-8,-4,4,3,-0.7,-2
O=C(c1ccccc1)N1CCN(CC#Cc2ccccc2)CC1,5,-4,2,5,-4,-8,5,3.1,6
O=C(CCCN1CCC(NC(=O)c2ccccc2)CC1)c1ccc(Cl)cc1,1,0,-3,0,-2,1,-4,-0.1,-7
CC1(C)Cc2c(sc3c2C(=O)N(c2ccccc2)C2=NCCCN23)CO1,6,-2,-1,8,6,6,1,-2.6,-3
Cc1ccc(CC(=O)NCc2ccc(F)cc2)cc1,-6,1,-3,-5,1,15,-3,0.2,-7
O=C(COc1ccccc1)NC1CCCN(Cc2ccccc2F)C1 (configuration not stated),0,7,-3,-7,1,1,0,-3.0,-6
CC1Oc2ccccc2N(CC(=O)c2ccc(F)cc2)C1=O (configuration not stated),3,-2,2,3,-4,3,-2,-0.6,-2

# A second format for part of the listing above.
molecule	BCLXL inh	PME-1 inh	Fam108B counter	MCL1-BIM inh	TPT1 inh	GSTO1 counter	GLD-1 TGE inh	MEX-5 binding	PAD4 inh
Cc1ccc(NC(=S)NN(C)c2nc(C)cnc2C)cc1	2	-4	2	4	-3	0	-3	2.9	5
CCOc1cc(/C=N/Nc2nc(-c3cccs3)c(NC(C)=O)s2)ccc1O	2	-4	10	4	18	34	-8	-4.7	-9

# Continued:
SMILES,BCLXL inh,PME-1 inh,Fam108B counter,MCL1-BIM inh,TPT1 inh,GSTO1 counter,GLD-1 TGE inh,MEX-5 binding,PAD4 inh
Cc1ccc([N+](=O)[O-])c(OCCN2CCCCCC2)c1,8,2,1,-1,-1,2,-4,-0.6,1
COC(=O)[C@H](Cc1ccccc1)NC(=O)N1CCCCC1,6,4,-2,10,0,11,-1,0.4,1
O=C1CN(C(=O)COc2ccc(Cl)cc2Cl)c2ccccc2N1,3,4,2,24,2,-4,-3,3.1,-3
Cc1c(C)c2ccc(OCC(=O)Nc3nccs3)cc2oc1=O,-1,1,-3,-5,0,0,1,1.4,0
CCCCOC(=O)n1c(SCC(=O)N(CC)CC)nc2ccccc21,-3,-1,-3,-4,-2,2,6,1.3,-2
Fc1cc2nccnc2cc1N1CCSCC1,2,3,0,6,0,-9,1,-1.7,-4
CCC(=O)c1ccc(N2CCN(C(=O)COc3ccc(F)cc3)CC2)c(F)c1,3,4,-3,0,-2,15,5,0.1,-2
CC(=O)N/C(=C\c1ccccc1)C(=O)OCC(=O)NC(=O)c1ccccc1,2,2,4,-4,0,8,4,-2.1,-3
CCCOc1ccc(-c2nc(C#N)c(N3CCc4ccccc4C3)o2)cc1,2,-4,-5,9,-1,2,5,2.2,-5
COc1cc(NC(=O)CSc2nnc(-c3ccncc3)n2C2CCCCC2)ccc1NC(=O)c1ccco1,-1,3,2,-3,-1,-3,13,x,-2
CC(C)C(NC(=O)c1c(F)cccc1F)C(=O)N1CCN(c2ccccc2F)CC1 (configuration not stated),3,3,6,4,-2,4,-2,2.1,0
CC1(C)CC(=O)c2cn3c(nc2C1)nc1ccccc13,8,-9,1,9,-7,4,7,2.0,-2
COc1ccc(C(=O)Nc2ccc(C)cc2C(=O)c2ccccc2)cc1,5,0,1,8,-2,0,4,1.2,-5
C=CC[n+]1ccn(-c2nc3ccccc3nc2[N-]S(=O)(=O)c2cccs2)c1,4,1,-2,2,-2,-1,5,0.4,0
O=C(CN(c1ccccc1)S(=O)(=O)c1ccccc1)NCCSc1nc2ccccc2s1,5,-4,-5,1,1,3,4,1.6,2
CCN(CC)S(=O)(=O)c1ccc(/C=C/C(=O)NC2CCCCC2)cc1,-4,1,2,1,1,0,11,2.5,-9
COC(=O)C1=C(CSCc2ccccc2)NC(=O)NC1c1cc(C)ccc1C (configuration not stated),7,1,2,1,-2,-4,0,1.9,-1
COc1ccc2c(c1)C(=O)N1[C@H]3c4cc(C)ccc4OC[C@@H]3[C@H](c3ccccc3)[C@]1(C)C(=O)N2,3,-19,-14,-4,0,-5,12,x,2
COc1ccc(OC)c(CNC(=O)c2coc(=O)c3ccccc23)c1,1,-2,-7,1,-3,21,10,0.4,4
O=C(Cc1ccccn1)c1ccc(F)cc1,7,3,6,7,-1,2,6,0.7,2
O=C(Cn1cc(C(F)(F)F)ccc1=O)NCC1CCCO1 (configuration not stated),6,-4,x,8,x,x,11,x,0
O=C(O)C1=C[C@@H](c2coc3ccccc3c2=O)C[C@@H](OCc2ccc(CO)cc2)O1,6,-1,0,3,-1,0,-4,-3.8,-9
Cc1[nH]c(=S)[nH]c(=O)c1CCC1OCCO1,9,-1,-2,8,-3,3,0,0.5,2
CC(=O)Nc1ccc(C(=O)N2CCc3cc4c(cc3C2C)OCCCO4)cc1 (configuration not stated),9,4,-2,14,-2,0,5,-1.2,0
CC1(c2ccc(Cl)cc2)NC(=O)N(CC(=O)N2CCN(S(=O)(=O)c3ccccc3)CC2)C1=O (configuration not stated),-9,4,2,-9,-3,16,-2,1.3,-1
Cc1ccc(-n2cccc2/C=C2/NC(=O)N(CC(=O)Nc3cccc(C)c3)C2=O)cc1,-11,-7,-3,-36,7,-5,-6,-5.0,-1
CCOC(=O)CSc1nnc(CNC(=O)c2ccco2)n1C,0,2,-6,2,-2,-2,3,-0.9,7
Oc1ccccc1OCC(O)c1ccccc1 (configuration not stated),3,-2,2,8,-1,0,4,1.0,0
CN1CCN(c2ccc(NC(=O)c3ccc(-c4cccc([N+](=O)[O-])c4)o3)cc2)CC1,4,6,1,-1,-2,-2,10,-0.4,3
CCC(=O)N1c2ccccc2C(N(C(C)=O)c2ccccc2)CC1C (configuration not stated),4,-3,-2,2,1,-1,-1,-1.6,6
O=C1CN(S(=O)(=O)c2ccccc2)c2ccccc2N1,3,2,-5,-2,1,17,3,3.1,0
COCCCN1C(=O)CS/C1=N\S(=O)(=O)c1ccccc1,3,-7,1,-7,-1,3,8,2.0,1
CCOc1ccc(OCc2cccc(C(=O)N/N=C/c3cccnc3)c2)cc1,-3,-6,0,-4,8,-14,0,-0.7,-3
COc1ccc(C2CC(=O)Nc3ccccc3S2(=O)=O)cc1OC (configuration not stated),6,0,3,13,-4,8,5,x,2
O=C1CC(N2CCN(S(=O)(=O)c3cccc(C(F)(F)F)c3)CC2)C(=O)N1Cc1ccccc1 (configuration not stated),6,1,6,6,-2,10,-2,-1.2,1
Cc1cc(C)c(C#N)c(SCC(=O)N(C)C2CCCCC2)n1,-4,3,6,-2,-2,-2,-3,3.0,5
CCOC(=O)CN1C(=O)S/C(=C\c2ccc(-c3cccc(C(=O)O)c3C)o2)C1=O,0,4,4,-4,5,-12,1,1.4,-4
COc1ccccc1/C=C1\S/C(=N/NC(=O)c2cccc(Br)c2)NC1=O,-4,8,21*,7,2,0,8,-2.7,1
COCCNC(=O)c1c[nH]c2ccc(S(=O)(=O)N3CCc4ccccc43)cc2c1=O,6,5,0,-4,-3,-8,-3,2.0,1
CCOCCCn1cnc2c(c1=O)c1nc3ccccc3nc1n2-c1ccc(C)cc1,4,4,2,4,1,4,-8,-0.3,2
Cc1ccc2nc(N/C(=N/S(=O)(=O)c3cccs3)c3ccccc3Cl)sc2c1,5,16,5,-1,2,-7,-6,-0.8,0
CC(=O)NC(c1cc(Cl)c2cccnc2c1O)C(C)C (configuration not stated),4,6,x,5,x,x,-1,x,-2
CCOc1ccc(C(C)C)cc1S(=O)(=O)N1CCOCC1,0,0,3,2,-1,5,7,0.6,-1
CC1(C)CC(=O)C2=C(C1)NC1=C(C(=O)c3ccccc31)C2c1ccc(Cl)cc1 (configuration not stated),9,26,14,5,0,0,1,-0.4,3
Cc1nc(NC(=O)/C=C/c2ccccc2)n[nH]1,-4,2,0,-2,-3,4,3,-0.2,1
S=C(c1ccc(-c2ccc(Cl)cc2Cl)o1)N1CCCCC1,-5,-1,-2,1,-1,-1,-5,-0.7,-4
O=C1c2ccccc2C(=O)N1CCc1csc(NNc2nc(CCN3C(=O)c4ccccc4C3=O)cs2)n1,2,3,3,6,-2,16,0,0.9,-3
O=C(COC(=O)c1ccc(O)cc1)Nc1ccccc1[N+](=O)[O-],-1,-4,-2,-6,1,8,0,-0.8,0
Cc1ccc(CCCOC(=O)C[N+]2(C)CCOCC2)cc1,-10,4,-1,-14,-4,-4,9,-1.3,-4
CC(C)Cn1cnc2c1c(=O)n(CC(=O)N(C)C)c(=O)n2Cc1ccccc1,7,-2,-5,-4,0,2,5,3.2,-1
Cc1c(C(=O)N2CCCCC2)c(S(=O)(=O)N2c3ccccc3CC2C)c(C)n1C (configuration not stated),8,-6,4,8,-6,2,2,2.3,-4
CCc1nc(C)ccc1OCC(=O)O,-2,-4,-1,-8,-4,0,4,-0.6,3
O=S(=O)(c1ccc2ccccc2c1)N1CCCCCC1,4,3,-4,-3,-1,2,-4,-0.4,-6

# Only part of the results is shown; rates above refer to the full screens.
